# ASAP1 inh: inhibitors of human ASAP1 ArfGAP activity | Q9ULH1 | ASAP1-stimulated ARF1 GTP hydrolysis, GDP FP detection | inhibition, % at 16.5 µM | hit rate 0.19% among 360,000 | AID 624377; in the data active means inhibition above about 25%;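 further: 0% = vehicle with enzyme and substrate and 100% = no enzyme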
# Target sequence (Q9ULH1 325-724 limits assumed): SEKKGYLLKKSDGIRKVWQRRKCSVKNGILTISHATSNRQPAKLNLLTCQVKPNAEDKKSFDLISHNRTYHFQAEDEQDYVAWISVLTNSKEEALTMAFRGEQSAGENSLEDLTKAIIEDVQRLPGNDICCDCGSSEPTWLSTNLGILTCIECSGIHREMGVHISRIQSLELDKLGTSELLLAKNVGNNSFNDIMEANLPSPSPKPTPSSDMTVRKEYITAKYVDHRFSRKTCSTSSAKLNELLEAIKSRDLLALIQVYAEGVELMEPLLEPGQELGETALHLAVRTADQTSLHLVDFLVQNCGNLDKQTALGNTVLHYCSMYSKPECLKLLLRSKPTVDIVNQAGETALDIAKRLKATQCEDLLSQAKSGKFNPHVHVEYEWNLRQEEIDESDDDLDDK
# PLC-gamma1 inh: PLC-gamma1 (human) inhibition, primary screen; purified PLC-gamma1, fluorogenic substrate, fluorescence; inhibition, % at 12.2 µM; hit rate 0.84% among 370,000; AID 720700; in the data active means inhibition above about 9.5%
# ADAM17 inh: inhibits human ADAM17 | P78536 | recombinant ADAM17, EDANS/DABCYL FRET peptide cleavage | inhibition, % at 6.95 µM | hit rate 0.83% among 370,000 | AID 720648;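 active means inhibition above the mean of compounds lying between control limits plus 3 SD, set per campaign, cut at about 8.5% in these data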;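 further: 0% = DMSO-only wells as the low control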
# DDE Tn7 FP inh: inhibitors of Tn7 peptide binding to human fibrin DD(E) | P02675 | AID 720508 | FP displacement of FITC-Tn7 peptide from fibrin DD(E); 0% = median of compound wells per plate | hit rate 0.13% among 370,000 | inhibition, % at 8.3 µM;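 active means inhibition above the mean of compounds falling within the control limits plus 3 SD of them, cut at about 14% in these data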;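 further: 0% = plate median of compound wells and 100% = 10 µM Aha-Tn7 peptide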
# Target sequence (P02675 whole entry, looked up): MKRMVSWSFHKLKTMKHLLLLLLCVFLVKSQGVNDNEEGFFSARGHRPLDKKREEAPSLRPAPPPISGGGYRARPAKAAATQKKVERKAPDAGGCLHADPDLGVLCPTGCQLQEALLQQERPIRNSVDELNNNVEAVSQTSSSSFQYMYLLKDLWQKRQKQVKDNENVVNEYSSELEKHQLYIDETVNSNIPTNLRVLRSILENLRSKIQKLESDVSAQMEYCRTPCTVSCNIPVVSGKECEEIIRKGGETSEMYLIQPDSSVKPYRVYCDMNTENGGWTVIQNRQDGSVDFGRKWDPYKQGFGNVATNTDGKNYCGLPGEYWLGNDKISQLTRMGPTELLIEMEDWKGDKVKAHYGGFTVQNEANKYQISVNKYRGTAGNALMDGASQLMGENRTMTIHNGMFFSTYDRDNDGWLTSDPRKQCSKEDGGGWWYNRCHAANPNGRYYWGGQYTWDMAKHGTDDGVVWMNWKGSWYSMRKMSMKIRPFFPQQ
#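 System: human fibrin DD(E); quantity: Fibrin-DD(E) at 2 µM final; also added: fluorescent Tn7 probe at 0.1 µM; compound dosing: single nominal test concentration of 8.3 µM per compound; schedule: 10 min preincubation, 3 h with tracer, room temperature; detection: fluorescence polarization of the labelled Tn7 tracer; repeats: one replicate per compound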
# LEDGF integ inh: blocks HIV-1 LEDGF/p75-dependent DNA integration; TR-FRET IN-LEDGF/p75 DNA integration, Eu/Cy5; inhibition, % at 3.7 µM; hit rate 0.64% among 370,000; AID 743269;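 active means inhibition above the screen-wide mean plus 3 SD, cut at about 13% in these data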;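 further: signal is the Cy5 over europium emission ratio at 671 and 618 nm; 0% = plate median of compound wells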
# ARFGAP1 inh: inhibitors of rat ARFGAP1; Q62848; Arfgap1-stimulated ARF1 GTP hydrolysis, GDP FP detection; inhibition, % at 16.5 µM; hit rate 0.26% among 360,000; AID 651572;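 active means inhibition above a per-plate limit, mean inhibition of low control wells plus 3 SD, cut at about 25% in these data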;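 further: 0% = DMSO wells with enzyme and 100% = wells lacking Arfgap1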
# Target sequence (Q62848 1-136 limits assumed): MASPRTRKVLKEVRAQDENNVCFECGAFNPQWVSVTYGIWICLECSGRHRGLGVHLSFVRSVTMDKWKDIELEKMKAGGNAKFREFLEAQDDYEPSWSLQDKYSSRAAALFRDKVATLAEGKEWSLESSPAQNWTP
#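 Material – truncated rat Arfgap1 GAP domain · Buffer or medium – HEPES-based buffer, pH 7.5 · Reagent – human ARF1(Δ1-17)-GTP substrate · Dosing – 16.5 µM single point, 1.26% DMSO · Schedule – GTP hydrolysis reaction 2 h at 25 °C · Technique – GDP detection by fluorescence polarization · Benchmarks – No-Arfgap1 wells (100%) versus DMSO full-reaction wells (0%) · Repeats – single replicate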
# DDE Tn6 FP inh: inhibitors of Tn6 peptide binding to human fibrin DD(E) | hit rate 0.21% among 370,000 | Fibrin DD(E) TRITC-Tn6 fluorescence polarization displacement | inhibition, % at 8.3 µM | P02675 | AID 720509;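 active means inhibition above a per-campaign cutoff: mean of compounds within control limits plus 3 SD, cut at about 15% in these data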;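 further: 0% = median of all compound wells on the plate and 100% = blocking peptide control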
# TDP2 absorb: blocks human TDP2 phosphodiesterase activity; O95551; recombinant TDP2, T5PNP hydrolysis, p-nitrophenol absorbance 415 nm; inhibition, % at 12.8 µM; hit rate 0.34% among 370,000;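 active means inhibition above the mean of all tested compounds plus 3 SD, set per campaign, cut at about 25% in these data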;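 further: 0% = DMSO with enzyme and 100% = buffer with substrate but no TDP2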
#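 Evaluation: % inhibition relative to enzyme-containing and enzyme-free wells. Material: recombinant human TDP2. Benchmarks: enzyme-free and DMSO wells. Timing: enzyme reaction with compound for 2 h at 37 °C. Compound dosing: 12.8 µM only. Measured by: p-Nitrophenol epi absorbance. Reagent: T5PNP substrate at 5 mM, a TopII-DNA adduct mimic. Replication: single well per compound.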
# KLK7 zymogen act: proKLK7 (human) activation, primary screen | purified proKLK7, EDANS-DABCYL substrate fluorescence; 100% is mature enzyme control, 0% vehicle | hit rate 0.9% among 370,000 | P49862 | activation, % at 7 µM;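 active means activation above the mean of all tested compounds plus 3 SD, computed per campaign excluding outliers beyond control limits, cut at about 13% in these data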
# ADAM10 inh: inhibitors of human ADAM10; hit rate 0.62% among 370,000; recombinant ADAM10, EDANS/DABCYL FRET peptide cleavage, 3 h; O14672; inhibition, % at 7 µM;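 active means inhibition above a per-campaign cutoff equal to the mean of compounds falling between control-based bounds plus 3 SD, cut at about 20% in these data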;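 further: 0% = DMSO wells while the 100% control is not disclosed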
# * = called active by the depositor; i = inactive; . = not tested or not shown.
SMILES,ASAP1 inh,PLC-gamma1 inh,ADAM17 inh,DDE Tn7 FP inh,LEDGF integ inh,ARFGAP1 inh,DDE Tn6 FP inh,TDP2 absorb,KLK7 zymogen act,ADAM10 inh
O=C(OCc1cn([C@H]2CN(C(=O)c3cccs3)[C@@H](c3ccccc3)C[C@@H]2O)nn1)c1ccccc1,-5,0,-1,2,0,-2,-2,2,1.1,-2
COc1cccc(OCCCn2ccnc2)c1,2,-1,-5,3,-1,-5,-2,1,-0.2,-7
CCCCS(=O)(=O)N1CN(S(=O)(=O)CCCC)C2NC(=O)NC21 (configuration not stated),11,2,1,-6,0,1,-1,-1,-0.7,6
CS(=O)(=O)Nc1cccc(-c2cc(NC=O)c3ncc(-c4ccc(F)c(Cl)c4)n3c2)c1,7,-23,-4,-1,5,7,-12,-5,-1.4,-13
Cc1nnc(NC(=O)CSc2nc3c(c(=O)n2CCc2ccccc2)SC(C)C3)s1 (configuration not stated),-11,1,0,-2,1,2,5,8,0.5,-7
O=C(COC(=O)C1(c2ccccc2F)CCCC1)N1CCNC1=O,6,5,-1,-1,1,1,3,-4,0.3,3
COc1ccc(S(=O)(=O)N2CCOCC2)cc1NC(=O)CCCOc1ccc(Cl)cc1C,12,1,-4,-5,0,0,-8,-6,0.0,6
O=C(CN(Cc1ccco1)C(=O)CNS(=O)(=O)c1ccccc1)NC1CCCCC1,-6,3,-1,3,1,-1,0,1,0.5,4
COc1ccc(C(=O)CCc2ccccc2)c(O)c1,0,8,5,-2,5,-1,-1,-35,-0.4,6
N#CC1=C(N)Oc2cc(O)ccc2C1C1CCCCC1 (configuration not stated),10,-64,-28,-1,-3,7,-5,-8,-0.7,-91
COCCCNC(=O)CSc1nc2ccccc2c(=O)n1CCCC(=O)NCC1CCCO1 (configuration not stated),7,1,-1,-2,2,5,-2,-5,-0.3,0
CC(=O)Nc1sc(/C(C#N)=C/c2ccc(Cl)c(Cl)c2)nc1-c1ccc(C)cc1,5,-53,-5,8,0,7,-7,0,-0.6,3
O=[N+]([O-])c1cccc(N(CC2CO2)S(=O)(=O)c2ccccc2)c1 (configuration not stated),-10,2,0,0,3,-5,1,7,0.1,-6
COc1ccc(CNC(=O)CCCC2=NS(=O)(=O)c3ccccc3N2)cc1,0,-7,-1,4,2,5,1,7,-0.1,-1
COC(=O)[C@@H](NCc1cccc(CN([C@H](C(=O)OC)C(C)C)S(C)(=O)=O)c1)C(C)C,5,3,1,-3,-1,-4,-9,-9,0.3,0
COc1ccc(N2CCN(S(=O)(=O)CCNC(=O)c3ccc4c(c3)OCO4)CC2)cc1,-4,-1,1,7,-2,8,1,8,0.3,-1
CCOC(=O)c1sc(NC(=O)CSc2nnnn2-c2ccc(C)cc2C)nc1C,-1,0,-7,-1,2,-12,-6,4,0.4,0
Cn1nc(C(C)(C)C)cc1C(=O)N1CCCC(c2cc(C(=O)Nc3ccccc3Cl)no2)C1 (configuration not stated),16,0,-3,3,-5,-6,-2,-7,0.4,-5
CC(C)(C)c1cc2nc(NCCOc3ccccc3)ccn2n1,1,-29,-6,4,1,1,1,5,0.9,-12
COc1ccc(/C=C2\OC(=O)c3c(OC)cccc32)cc1OC,9,i,-321,0,1,-2,-5,6,-119,i

# 3 structures already listed, sorted by heavy-atom count, descending:
SMILES,ASAP1 inh,PLC-gamma1 inh,ADAM17 inh,DDE Tn7 FP inh,LEDGF integ inh,ARFGAP1 inh,DDE Tn6 FP inh,TDP2 absorb,KLK7 zymogen act,ADAM10 inh
Cn1nc(C(C)(C)C)cc1C(=O)N1CCCC(c2cc(C(=O)Nc3ccccc3Cl)no2)C1 (configuration not stated),16,0,-3,3,-5,-6,-2,-7,0.4,-5
CC(=O)Nc1sc(/C(C#N)=C/c2ccc(Cl)c(Cl)c2)nc1-c1ccc(C)cc1,5,-53,-5,8,0,7,-7,0,-0.6,3
COc1ccc(CNC(=O)CCCC2=NS(=O)(=O)c3ccccc3N2)cc1,0,-7,-1,4,2,5,1,7,-0.1,-1

# The list continues:
SMILES,ASAP1 inh,PLC-gamma1 inh,ADAM17 inh,DDE Tn7 FP inh,LEDGF integ inh,ARFGAP1 inh,DDE Tn6 FP inh,TDP2 absorb,KLK7 zymogen act,ADAM10 inh
CC(/C=N/NC(=O)Cn1cnc2ccccc21)=C\c1ccccc1,5,5,3,1,-1,4,-2,-6,-0.1,-1
COc1ccc(C(=O)NC(Cc2ccc(OC(=O)c3ccc(OC)cc3)cc2)C(=O)O)cc1 (configuration not stated),-3,-3,-2,-4,1,-3,1,8,0.3,-3
N#Cc1ccc(C(=O)OCC(=O)N2CCN(C(=O)c3ccco3)CC2)cc1,1,1,-1,-2,-3,-8,-4,-3,0.4,-6
COc1cc(C(=O)NC(=S)Nc2ccc3c(c2)C(=O)N(C)C3=O)cc(OC)c1OC,6,-9,-1,7,-1,0,9,-15,-0.1,-2
CCCCNC(=O)N1CCN(C/C=C/c2ccccc2)CC1,13,3,1,-3,-2,13,4,-7,-0.1,1
COCCNC(=O)COC(=O)C1=Cc2ccccc2OC1,-1,-62,-16,1,1,8,9,-4,-0.2,-44
Brc1ccc(C2=Nn3c(nnc3-c3n[nH]c4c3CCC4)SC2)cc1,5,-1,-2,0,-1,10,-3,9,-0.2,0
CCN(CC)c1ccc(NC(=O)Cn2c(C(C)NC(=O)c3ccc(C)cc3)nc3ccccc32)cc1 (configuration not stated),10,0,-2,-10,2,-7,7,-8,-0.2,-2
CCCCC(=O)Nc1ccccc1N1CCOCC1,3,1,3,-3,2,0,2,-4,-0.3,5
CCNC(=O)N1C(=O)C2(OCCO2)c2cc(Br)ccc21,3,-3,-6,-6,0,0,0,1,-0.1,-5
CC(C)C(=O)Nc1ccc2c(c1)nc(CCN1CCN(c3ccccn3)CC1)n2C,-11,2,-25,-10,8,-1,-6,-11,0.0,-52
O=C(OCC1CC(c2ccccc2Cl)=NO1)c1ccc(Br)cc1 (configuration not stated),4,2,-1,-3,5,-10,-1,-1,-0.1,0
COc1cc2c(=O)n(CC3CCCO3)c(=O)n(CC(=O)Nc3ccccc3)c2cc1OC (configuration not stated),-11,-3,-33,4,-4,-4,4,9,0.6,-120
COc1cccc(NC(=O)N2CCC(N3CCCCC3)CC2)c1,0,0,0,0,0,-4,0,-1,-0.9,-1
Oc1ccccc1/C=N/n1cnnc1,-7,-8,-6,2,3,7,4,-5,-12,-10
O=[N+]([O-])c1ccc2nnn(O)c2c1,-9,0,4,3,-1,-8,2,4,-0.4,3
CCCn1c(-c2ccc(C(=O)OC)cc2)nc2c1c(=O)[nH]c(=O)n2Cc1ccccc1,22,-9,-3,-2,4,-7,-2,-6,-1.4,-3
Cc1cccc(NS(=O)(=O)Cc2ccccc2)c1C,-6,2,0,2,4,4,-5,7,-0.1,5
CCCn1c(SCC(=O)N2CCc3ccccc3C2)nc(O)cc1=O,-6,2,-5,3,3,-1,2,5,-0.4,-3
Cn1cc([C@@H]2C[C@H]3CN(Cc4cccc(Cl)c4)C(=O)[C@]34CCCN24)c2ccccc21,6,-7,6,-6,1,2,-11,-12,0.3,-8

# 3 of the compounds above, field by field:
CCCn1c(-c2ccc(C(=O)OC)cc2)nc2c1c(=O)[nH]c(=O)n2Cc1ccccc1
- ASAP1 inh: 22
- PLC-gamma1 inh: -9
- ADAM17 inh: -3
- DDE Tn7 FP inh: -2
- LEDGF integ inh: 4
- ARFGAP1 inh: -7
- DDE Tn6 FP inh: -2
- TDP2 absorb: -6
- KLK7 zymogen act: -1.4
- ADAM10 inh: -3
Cc1cccc(NS(=O)(=O)Cc2ccccc2)c1C
- ASAP1 inh: -6
- PLC-gamma1 inh: 2
- ADAM17 inh: 0
- DDE Tn7 FP inh: 2
- LEDGF integ inh: 4
- ARFGAP1 inh: 4
- DDE Tn6 FP inh: -5
- TDP2 absorb: 7
- KLK7 zymogen act: -0.1
- ADAM10 inh: 5
Oc1ccccc1/C=N/n1cnnc1
- ASAP1 inh: -7
- PLC-gamma1 inh: -8
- ADAM17 inh: -6
- DDE Tn7 FP inh: 2
- LEDGF integ inh: 3
- ARFGAP1 inh: 7
- DDE Tn6 FP inh: 4
- TDP2 absorb: -5
- KLK7 zymogen act: -12
- ADAM10 inh: -10

# Next results.
SMILES,ASAP1 inh,PLC-gamma1 inh,ADAM17 inh,DDE Tn7 FP inh,LEDGF integ inh,ARFGAP1 inh,DDE Tn6 FP inh,TDP2 absorb,KLK7 zymogen act,ADAM10 inh
COc1cc(Br)ccc1C1CC(=O)C(C)C(c2ccc(Br)cc2OC)N1 (configuration not stated),0,2,4,3,-1,-1,0,4,0.0,9
CN(C)CCCNC(=O)COc1ccc(Br)cc1Cl,-1,2,-2,5,3,-4,3,-4,-1.1,-3
O=C(N/C(=C\c1ccccc1)C(=O)N1CCOCC1)c1ccccc1Br,4,3,-3,5,3,2,8,6,-0.8,3
C[C@H]1CN([C@@H](C)CO)S(=O)(=O)c2ccc(Br)cc2O[C@H]1CN(C)Cc1ccccc1F,6,6,0,1,-2,11,-4,-13,-1.1,1
CC(C)CC(N)c1csc(NC(=O)Nc2ccccc2C(C)C)n1 (configuration not stated),6,3,-3,3,-1,9,-3,5,-0.5,-17
CCCn1nc(NC(=O)C(C)C)c2cc3cc(OC)ccc3nc21,8,-243,-29,-7,-1,3,-10,-9,1.2,-71
COCCn1nnnc1CN(CCc1ccccc1)Cc1cc2ccc(C)cc2[nH]c1=O,0,-5,-3,1,3,0,-2,-4,-0.2,-1
O=C(NNS(=O)(=O)c1ccccc1)C(O)(c1ccccc1)c1ccccc1,-15,-2,-2,3,-5,1,1,2,0.3,-5
O=C(OCC(=O)N1CCOCC1)c1ccc(Cl)nc1,18,0,-4,5,-3,-2,2,-4,0.0,5
C#CCn1c(=NC(=O)c2ccco2)sc2cccc(Cl)c21,1,-13,-10,-4,-3,11,7,-8,-0.9,-25
CCCc1cc(C(=O)Nc2cccnc2)no1,-6,1,0,-1,1,6,-2,9,-0.4,-11
N#Cc1ccc(-c2csc(-c3ccno3)n2)cc1,-5,-2,-1,4,-4,0,4,-17,0.2,-1
CCOC(=O)[C@]12CCCCC/C=C\1N(Cc1ccc(OC)cc1)C(=O)[C@H]2CC(=O)N1CCN(C(=O)c2ccco2)CC1,.,2,-3,3,-5,.,-1,16,0.4,-3

# Source: PubChem

# Compounds as they come; 4.2% or so of the library scored in one or more.
